Bioassay records as filed in PubChem.
MBNL1-CUG inh = blocks human MBNL1 binding to CUG repeat RNA | hit rate 0.036% among 280,000 | Potency, µM (titrated, usually from 57.5 µM), without a hit: top-dose activity change, negative = inhibition, hits mostly inhibitors | Q9NR56 | TR-FRET MBNL1-His/biotin-(CUG)12 binding, 665/545 ratio | AID 2675; active = well fitted inhibition curve with a large enough effect in the signal ratio, with a control signal flat, not every such curve was filed as active; inconclusive = small, poorly fitted or top-dose-only effect, or effect the other way, or a change in a side signal; inactive = no such curve, though single readings can be large or run the other way; the % refers to the signal ratio; also: potency is read from the fitted curve at half-maximal effect; % is scaled to controls: 0 for no effect and ±100 for the full control effect
Target sequence (Q9NR56 whole entry, looked up): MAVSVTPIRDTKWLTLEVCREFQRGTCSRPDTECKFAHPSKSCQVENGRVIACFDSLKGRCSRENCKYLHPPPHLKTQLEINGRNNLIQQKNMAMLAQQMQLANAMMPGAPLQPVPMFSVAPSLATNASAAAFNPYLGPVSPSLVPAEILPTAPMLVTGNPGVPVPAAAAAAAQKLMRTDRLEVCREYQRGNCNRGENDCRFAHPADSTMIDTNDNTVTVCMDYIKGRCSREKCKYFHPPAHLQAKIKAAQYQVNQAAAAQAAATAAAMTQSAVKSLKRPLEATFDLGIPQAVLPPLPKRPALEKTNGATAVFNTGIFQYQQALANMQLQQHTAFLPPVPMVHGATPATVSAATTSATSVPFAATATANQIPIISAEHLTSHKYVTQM
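Inhibition of protein-RNA binding appears as loss of TR-FRET between terbium anti-His antibody on MBNL1-His and streptavidin-XL665 on biotin-(CUG)12. Activity is normalized to buffer-only and uninhibited-complex controls.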
Mito fusion yeast = blocks mitochondrial division or promotes mitochondrial fusion | S. cerevisiae fusion-defective mutant growth rescue, CellTiterGlo 48 h | Potency, µM (titrated, usually from 46.1 µM), for the others: top-dose growth rescue (activation), actives largely listed as activators | hit rate 0.23% among 320,000 | AID 485298;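 also: potency is read from the fitted curve at half-maximal effect; % of control where 0% means no effect; nearly all actives have a fitted effect of over 45% in size; temperature-sensitive fusion mutants such as fzo1-1 at 37 °C on non-fermentable ethanol glycerol medium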
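Yeast fusion mutant, YPEG (non-fermentable carbon), compound, 48 h at 37C non-permissive; CellTiterGlo added, 10 min RT, luminescence read. Rescued growth = division inhibition.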
PKM2 activator = PKM2 (human) enzyme activation | purified PKM2, Kinase-Glo ATP luminescence, activation; response scale: 0% is enzyme alone, no compound | Potency, µM (series often up to 57.5 µM), for inactives: top-dose activation, hits mostly activators | hit rate 0.34% among 260,000; also: potency is read from the fitted curve at half-maximal effect; % is scaled to controls: 0 for no effect and ±100 for the full control effect; nearly all actives have a fitted effect of over 55% in size
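ATP formation by purified human PK-M2, quantified via coupled luciferase luminescence after 1 h at room temperature with 0.1 mM ADP and 0.5 mM PEP final.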
hERG WT inh = inhibitors of human wildtype KCNH2 potassium channel; hit rate 0.37% among 340,000; Q12809; U2OS, BacMam KCNH2, thallium flux FluxOr; stronger effect = lower value; activity change, % at 1.84 µM;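 active = maximum activity change below -70%; inconclusive = maximum activity change between -70% and -50%; inactive = maximum activity change above -50%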; also: % is scaled to controls: 0 for no effect and ±100 for the full control effect
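U2OS cells were transduced with wild-type KCNH2 virus (2.03 x 10^8 / mL) for 4 h at room temperature, then cultured overnight at 37 C. Thallium flux was read with FluxOr dye. Rate constants were normalized to DMSO controls.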
Eya2 phos inh = blocks the phosphatase activity of human Eya2; O00167; recombinant Eya2, OMFP fluorescence dephosphorylation (OMFP is methylfluorescein phosphate); Potency, µM (highest dose often 76.9 µM), without a hit: at the top dose activity, negative = inhibition, hits mostly inhibitors; hit rate 0.006% among 330,000; also: potency is read from the fitted curve at half-maximal effect; % is scaled to controls: 0 for no effect and ±100 for the full control effect
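Eya2 (0.2 uM) preincubated 10 min at ambient with compound, then OMFP substrate added at 50 uM; 10 min reaction in 50 mM HEPES pH 7.5, 50 mM NaCl, 5 uM MgCl2, 0.05% BSA, 1 mM DTT. Fluorescence read at Ex 485/Em 525 nm.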
USP2a block = inhibitors of human ubiquitin-specific protease USP2a. O75604. USP2 core, Ub-CHOP2 coupled fluorogenic reporter, 485/531. Potency, µM (series often up to 38.3 µM), for inactives: top-dose activity change, negative = inhibition, hits mostly inhibitors. hit rate 0.01% among 330,000;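 also: potency is read from the fitted curve at half-maximal effect; plate controls were DMSO wells for no effect and full inhibition by NEM control for full effect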
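Cell-free coupled assay: 10nM USP2 core preincubated 30min RT with compound in Tris-HCl pH 8.0/CaCl2/CHAPS buffer, then 25nM Ub-CHOP2 and 25nM reporter substrate; fluorescence (Ex 485/Em 531) read after 60min RT, normalized to NEM inhibition, concentration-response curves fitted.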
GALK inh = galactokinase (human) inhibition. Purified GALK, Kinase-Glo residual ATP luminescence. Potency, µM (titrated, usually from 57.5 µM), for inactives: at the top dose activity change, negative = inhibition, usual class: inhibitors. hit rate 0.007% among 270,000. AID 1868; also: potency is read from the fitted curve at half-maximal effect; % is scaled to controls: 0 for no effect and ±100 for the full control effect
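GALK at 5 nM final was combined with compound, 35 uM ATP and 100 uM galactose in HEPES pH8.0 with MgCl2 and DTT. The reaction ran one hour at room temperature before luminescent ATP detection.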
Menin-MLL TR inh = displaces Texas Red mutant MLL peptide from human menin; hit rate 0.23% among 270,000; Potency, µM (top dose mostly 61.6 µM), for the others: at the highest dose FP activity change, negative = inhibition, most hits filed as inhibitors; O00255; AID 1768; Menin + Texas Red MLL mutant peptide, fluorescence polarization; active = well fitted inhibition curve with a large enough effect in the polarisation, with a control signal flat, not every such curve was filed as active; inconclusive = small, poorly fitted or top-dose-only effect, or effect the other way, or a change in a side signal; inactive = no such curve, though single readings can be large or run the other way; the % refers to the polarisation; also: potency is read from the fitted curve at half-maximal effect; % of control where 0% means no effect; many of its hits are not listed in these tables
Chronic BCR inh = blocks chronic active B-cell receptor signaling; Potency, µM (highest dose often 46.1 µM), without a hit: top-dose ratio change, negative = lower green/red ratio, actives largely listed as inhibitors; AID 493014; ABC-DLBCL IkBa-CBG/CBR reporter, luminescence ratio, 4 h; hit rate 0.05% among 340,000; active = well fitted inhibition curve with a large enough effect in the signal ratio, with a control signal flat, not every such curve was filed as active; inconclusive = small, poorly fitted or top-dose-only effect, or effect the other way, or a change in a side signal; the % refers to the signal ratio;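 also: potency is read from the fitted curve at half-maximal effect; plate controls were basal doxycycline-induced cells for no effect and cells given 10 µM MG132 for full effect; MG132 reads +100%, hits lower the ratio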
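TMD8 human ABC-DLBCL cells with doxycycline-inducible IκBα–green luciferase fusion and unfused red luciferase, in 0.5% FBS medium; compounds up to 46 uM, 4 h at 37C. Green/red luminescence ratio, filter-overlap corrected, fitted to concentration-response curves.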
TSHR antag = human thyrotropin receptor antagonism. TSHR-expressing cells, TSH-stimulated cAMP HTRF, 2 h; stronger effect = lower value. activity change, negative = inhibition, % at 11.5 µM. AID 504810. hit rate 0.2% among 330,000. P16473;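 active = activity change below a set negative limit, meaning inhibition stronger than a set level, cut at about -70% in these data; inconclusive = activity change between two set negative limits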; also: % is scaled to controls: 0 for no effect and ±100 for the full control effect
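Freshly harvested TSHR cells receive pin-tooled compound, then EC80 TSH at 4nM final. After 2 hours at 37 deg C, antibody in lysis buffer and cAMP-d2 are added; 30 minutes at ambient temperature precede the HTRF read.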
S-ASM inh = inhibitors of human secretory acid sphingomyelinase | AID 504937 | hit rate 0.006% among 340,000 | P17405 | Potency, µM (titrated, usually from 57.5 µM), for inactives: top-dose activity change, negative = inhibition, actives largely listed as inhibitors | placental ASM, HMU-PC fluorogenic substrate, 60 min; also: potency is read from the fitted curve at half-maximal effect
Target sequence (P17405 47-631 limits assumed): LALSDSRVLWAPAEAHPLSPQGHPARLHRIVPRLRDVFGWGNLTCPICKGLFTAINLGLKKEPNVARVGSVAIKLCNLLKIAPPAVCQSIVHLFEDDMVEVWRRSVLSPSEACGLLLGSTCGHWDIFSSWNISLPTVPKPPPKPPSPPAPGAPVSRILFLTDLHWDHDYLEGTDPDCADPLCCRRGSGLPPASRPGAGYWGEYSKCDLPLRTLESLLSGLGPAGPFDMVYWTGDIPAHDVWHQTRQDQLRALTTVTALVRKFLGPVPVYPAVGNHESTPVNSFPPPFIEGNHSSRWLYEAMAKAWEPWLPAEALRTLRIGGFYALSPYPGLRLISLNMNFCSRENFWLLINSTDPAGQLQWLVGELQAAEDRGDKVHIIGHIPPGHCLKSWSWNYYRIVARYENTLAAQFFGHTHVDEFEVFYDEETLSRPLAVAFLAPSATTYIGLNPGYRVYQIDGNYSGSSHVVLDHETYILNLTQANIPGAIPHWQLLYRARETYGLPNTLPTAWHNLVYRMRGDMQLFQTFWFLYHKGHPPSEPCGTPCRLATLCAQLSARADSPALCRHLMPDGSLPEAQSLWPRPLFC
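Human placenta-derived ASM preincubated with compound 10 min at room temperature, then reacted with 9 uM (final) fluorogenic HMU-PC substrate for 60 min at 37 C. Stop solution raises pH to 10; fluorescence read at Ex 386/Em 447 nm.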
An asterisk follows results filed as active; i = inactive; ? = inconclusive; / = no result given; [ ] = remark or other dose. Unless noted, calls follow the shape of the dose curve; as a rule, active = well fitted curve in the direction sought with a large enough effect; inconclusive = small, poorly fitted or top-dose-only effect, or another doubt; inactive = no such curve, though single readings can be large; an effect the other way counts as inactive or inconclusive. Some of the compounds tested; rates above refer to the full screens.

Order of results: TSHR antag	MBNL1-CUG inh	PKM2 activator	Eya2 phos inh	Chronic BCR inh	hERG WT inh	USP2a block	Menin-MLL TR inh	Mito fusion yeast	S-ASM inh	GALK inh
CC(C)(CNc1ccc([N+](=O)[O-])cc1C#N)N1CCOCC1
  0	?	2%	-9%	0%	-12	2%	-3%	5%	4%	2%
CCCCSc1nc(O)c(C2OC(=O)c3c2ccc(OC)c3OC)c(=O)n1C (stereo not drawn)
  -1	-7%	4%	25%	-1%	0	0%	9%	-4%	4%	8%
O=C(c1ccc(COc2ccc(F)cc2)o1)n1cccn1
  2	-9%	-1%	-5%	?	-11	1%	/	-3%	7%	-3%
O=C(N/N=C/C(Br)=C/c1ccccc1)c1cnccn1
  -3	/	-1%	-29%	?	4	1%	/	-13%	-1%	-2%
COc1ccc(S(=O)(=O)N=Nc2c(O)[nH]c3ccccc23)cc1
  9	?	9%	5%	-1%	-16	5%	4%	?	1%	-4%
CC(Oc1ccc(Cl)cc1)C(=O)N1CCN(C(=O)c2ccco2)CC1 (stereo not drawn)
  -10	/	/	4%	4%	-129*	1%	/	0%	-1%	/
N#Cc1ccsc1NC(=O)COc1ccc(-c2nnco2)cc1
  -3	20%	4%	22%	?	-3	4%	?	2%	0%	6%
Cc1c(C#N)sc2nc(-c3ccccc3)nc(N3CCCC3)c12
  21	1%	-15%	15%	?	-7	-1%	-26%	11%	40%[activator]	2%
COc1ccc(OC)c(NC(=O)NCCc2cccc(Cl)c2)c1
  13	-10%	2%	1%	?	-3	0%	33%[activator]	-4%	1%	4%
O=C(Nn1c(COc2ccccc2)nc2ccccc2c1=O)C(Cl)(Cl)Cl
  6	0%	/	4%	?	2	1%	17%	-21%	-2%	-2%
O=C1c2ccsc2SCCN1Cc1ccc(Cl)cc1
  -17	3%	0%	4%	-1%	10	-1%	1%	-1%	2%	-2%
COc1cccc(NC(=S)N(CCN2CCCCC2)Cc2ccco2)c1
  -3	-6%	/	-15%	5%	-13	9%	-7%	9%	0%	1%
CCCc1cc(NCC2CCCO2)n2c(nc3ccccc32)c1C#N (stereo not drawn)
  4	8%	3%	5%	?	1	3%	-11%	10%	i	1%
COc1ccc(S(=O)(=O)N2CCc3ccccc3C2)cc1OC
  14	-4%	3%	11%	?	-8	-2%	3%	0%	-1%	-1%
O=C(N/N=C/c1ccc(O)cc1)c1cc(C23CC4CC(CC(C4)C2)C3)[nH]n1
  -20	8%	8%	?	-6%	-2	4%	/	2%	6%	-4%

Full records as entered above.
`CCCc1cc(NCC2CCCO2)n2c(nc3ccccc32)c1C#N` (stereo not drawn) is entered as TSHR antag: 4; MBNL1-CUG inh: 8%; PKM2 activator: 3%; Eya2 phos inh: 5%; Chronic BCR inh: ?; hERG WT inh: 1; USP2a block: 3%; Menin-MLL TR inh: -11%; Mito fusion yeast: 10%; S-ASM inh: i; GALK inh: 1%
`O=C(Nn1c(COc2ccccc2)nc2ccccc2c1=O)C(Cl)(Cl)Cl` is entered as TSHR antag: 6; MBNL1-CUG inh: 0%; PKM2 activator: /; Eya2 phos inh: 4%; Chronic BCR inh: ?; hERG WT inh: 2; USP2a block: 1%; Menin-MLL TR inh: 17%; Mito fusion yeast: -21%; S-ASM inh: -2%; GALK inh: -2%

New compounds follow
Order of results: TSHR antag	MBNL1-CUG inh	PKM2 activator	Eya2 phos inh	Chronic BCR inh	hERG WT inh	USP2a block	Menin-MLL TR inh	Mito fusion yeast	S-ASM inh	GALK inh
Cc1nc2ccccn2c1-c1csc(Nc2cccc(O)c2)n1
  23	3%	-5%	?	7%	-2	1%	7%	0%	0%	0%
O=C(NCc1ccccn1)c1ccc(OC2CCN(Cc3ccc(F)cc3F)CC2)cc1
  1	-4%	/	-2%	8%	2	3%	?	1%	-3%	0%
COc1cc(C(F)(F)F)c(C(=O)N(C)Cc2cccc(Cl)c2)cn1
  -10	/	12%	1%	1%	-2	1%	/	2%	4%	-2%
Cc1ccc(N=Cc2c(O)n(-c3nccs3)c(=O)c3ccccc23)c(C)c1
  12	-3%	0%	-3%	?	1	1%	-3%	-1%	0%	-3%
CN(C(=O)CSc1ncnc2sc3c(c12)CCCC3)C1CCS(=O)(=O)C1 (stereo not drawn)
  -8	/	/	3%	-1%	2	2%	/	/	0%	/
COCc1cc(C)nc(OCC(=O)N/N=C/c2cc(C)n(-c3c(C)cccc3C)c2C)c1C#N
  11	-4%	4%	1%	-21%	-7	-7%	-5%	2%	-7%	0%
Cc1ccc(C(=O)NCCc2nnc3ccc(NCCCN4CCOCC4)nn23)cc1
  34	1%	0%	1%	-1%	4	-1%	-6%	1%	0%	-5%
CC(=O)Nc1ccc(S(=O)(=O)N2CCN=C2SCc2ccc([N+](=O)[O-])cc2)cc1
  -25	?	8%	-2%	1%	41	2%	?	2%	-2%	5%
COc1cccc(CN2CCN(c3nc4nonc4nc3NC3CC3)CC2)c1
  -9	5%	-3%	7%	0%	7	1%	2%	5%	4%	-1%
COCCSc1ccccc1C(=O)NCc1ccco1
  5	-19%	26%	22%	4%	6	0%	-24%	-4%	3%	0%
O=c1c(C/C=C/c2ccccc2)c(O)ccn1Cc1ccc(Cl)cc1Cl
  -7	-4%	?	0%	6%	2	1%	?	?	-2%	9%
O=C(Oc1ccc(C(=S)N2CCOCC2)cc1Br)c1ccccc1F
  -5	/	-8%	4%	-4%	0	3%	15%	-3%	-1%	0%
CCCOc1ccc(N2C(=O)CC(SC(=NCC)Nc3cccc(F)c3)C2=O)cc1 (stereo not drawn)
  -5	0%	-5%	-5%	0%	-1	-1%	24%	-6%	0%	1%
Cc1cc(C)nc(NS(=O)(=O)c2ccc(NC(=O)c3ccc(S(=O)(=O)N(C)C)cc3)cc2)n1
  15	-25%	1%	13%	-12%	-10	0%	-2%	1%	8%	-7%
O=C(O)CNS(=O)(=O)c1cccc2nsnc12
  -6	?	-1%	-9%	?	9	5%	4%	0%	2%	-1%
CC(C)C1N(C(=O)N(C)C)CCN1S(=O)(=O)c1ccccc1 (stereo not drawn)
  18	1%	/	-7%	6%	10	1%	/	4%	3%	-2%
COc1ccc(/C=C/C(=O)OCC(=O)Nc2ccc(Cl)cc2F)cc1S(=O)(=O)N1CCOCC1
  4	/	1%	-9%	4%	2	2%	-6%	0%	2%	0%
CCOc1ccc(N(CC(=O)Nc2ccccc2)S(C)(=O)=O)cc1
  -4	-5%	1%	15%	-1%	6	0%	11%	0%	6%	0%
Cc1cc(C)n(C(=O)Cn2nc(C(F)F)cc2C)n1
  -4	-3%	-6%	3%	3%	9	2%	-2%	-2%	-6%	-1%
CC(C)CN(C(=O)CC1OC(=O)c2ccccc21)c1c(N)n(Cc2ccccc2)c(=O)[nH]c1=O (stereo not drawn)
  8	/	/	-12%	0%	-6	2%	/	1%	1%	/
